Screens deposited in PubChem by several laboratories.
TNAP act hi DEA: activators of human TNAP at high phosphate acceptor concentration; P05186; purified TNAP, CDP-star luminescence, 1 M DEA, 30 min; stronger effect = higher value; 0 = EDTA background, 1 = DMSO-only activity; activation factor at 20 µM; 200,000 tested, under 10 active; AID 1136;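 active means activation factor at least 2 at 20 µM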
Target sequence (P05186 whole entry, looked up): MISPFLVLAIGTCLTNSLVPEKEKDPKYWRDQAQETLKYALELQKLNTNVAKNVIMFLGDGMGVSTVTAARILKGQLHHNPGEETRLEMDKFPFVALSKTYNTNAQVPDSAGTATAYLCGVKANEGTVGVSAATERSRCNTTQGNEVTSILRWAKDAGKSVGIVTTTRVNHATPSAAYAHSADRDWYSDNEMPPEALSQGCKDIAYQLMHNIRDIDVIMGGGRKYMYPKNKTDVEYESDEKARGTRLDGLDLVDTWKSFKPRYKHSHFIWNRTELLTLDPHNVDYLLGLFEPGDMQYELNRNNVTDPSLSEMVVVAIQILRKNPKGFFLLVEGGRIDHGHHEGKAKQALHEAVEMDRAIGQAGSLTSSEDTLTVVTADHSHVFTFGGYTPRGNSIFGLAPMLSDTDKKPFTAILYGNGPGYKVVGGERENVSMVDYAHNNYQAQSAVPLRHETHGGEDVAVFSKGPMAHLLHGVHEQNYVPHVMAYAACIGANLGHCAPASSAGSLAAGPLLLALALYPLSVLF
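Assay system: human TNAP; Input: enzyme diluted 1/800 final; Reagent: CDP-star luminogenic substrate at 100 µM final; Timing: 30 min, room temperature; Signal: luminescence; Evaluation: TNAP activation factor scaled between EDTA and DMSO control wells.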
Diaphorase inh: inhibits diaphorase or chemically oxidizes, flagging diaphorase assay artifacts; diaphorase resazurin-to-resorufin fluorescence, NADH, 16 min; bacterial (C. kluyveri) enzyme, not human; inhibition, % at 20 µM; 0.69% of 190,000 active;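 active means primary screen inhibition at 20 µM above a set limit, cut at about 50% in these data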;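 further: plate controls were DMSO with full reaction for no effect and wells lacking NADH for full effect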
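Benchmarks: positive control wells lacking NADH, neutral wells with DMSO only. System: bacterial diaphorase enzyme (C. kluyveri). Input: 0.14 U/mL diaphorase, enzyme working solution. Detection: resorufin fluorescence, excitation 544 nm, emission 590 nm. Times: 16-min room-temperature incubation before reading.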
TNAP inh no acc: TNAP (human) inhibition, acceptor-free conditions. 0.26% of 200,000 active. inhibition, % at 20 µM. P05186. purified TNAP, CDP-star luminescence, 30 min;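 active means tissue-nonspecific alkaline phosphatase inhibition above about 50% at 20 µM in the single-dose screen, limit read from the data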;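 further: 0% = DMSO negative control and 100% = EDTA positive control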
Efa HMGR inh: E. faecalis class II HMG-CoA reductase inhibition; 0.41% of 190,000 active; inhibition, % at 10 µM; purified E. faecalis HMGR, NADPH absorbance 340 nm kinetic;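 active means inhibition above a set limit, the median over all tested compounds plus 3 SD, cut at about 9.5% in these data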;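 further: enzyme runs in reverse so mevalonate oxidation gives rising NADPH absorbance; 0% = complete reaction with DMSO and 100% = background rate lacking mevalonate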
G6PDH counter: L. mesenteroides G6PDH inhibition counter-screen. 0.12% of 200,000 active. Purified L. mesenteroides G6PDH, diaphorase/resazurin coupled fluorescence, 45 min. inhibition, % at 5 µM; in the data active means inhibition above about 50%
TNAP inh hi DEA: TNAP (human) inhibition, high acceptor; purified TNAP, CDP-star luminescence, 1 M DEA; 0.03% of 200,000 active; inhibition, % at 20 µM;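 active means over 50% inhibition of tissue-nonspecific alkaline phosphatase at 20 µM in the single-dose screen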;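 further: plate controls were DMSO wells for no effect and EDTA-quenched wells as full inhibition for full effect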
PMI activator: phosphomannose isomerase (human) activation; activation factor at 20 µM; 0.005% of 190,000 active; P34949; purified human PMI, coupled resazurin fluorescence, 20 min; stronger effect = higher value; 1 = vehicle control, 0 substrate-free wells;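 active means activation factor of 2 or more at 20 µM, relative to plate controls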
Target sequence (P34949 whole entry, looked up): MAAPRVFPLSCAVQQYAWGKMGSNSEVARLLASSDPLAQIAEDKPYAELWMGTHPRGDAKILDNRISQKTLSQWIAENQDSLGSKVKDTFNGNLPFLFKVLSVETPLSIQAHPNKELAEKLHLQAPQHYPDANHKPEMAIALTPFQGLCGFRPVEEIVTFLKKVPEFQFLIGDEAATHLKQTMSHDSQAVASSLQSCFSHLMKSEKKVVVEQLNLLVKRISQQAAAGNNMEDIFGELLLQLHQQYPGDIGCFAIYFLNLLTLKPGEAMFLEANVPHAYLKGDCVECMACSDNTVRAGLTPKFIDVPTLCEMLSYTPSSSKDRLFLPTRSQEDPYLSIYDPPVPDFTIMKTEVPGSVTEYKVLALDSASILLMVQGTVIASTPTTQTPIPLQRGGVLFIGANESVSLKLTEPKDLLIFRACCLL
Diaph act CS: counter-screen for diaphorase-based assays: diaphorase activators and chemical reducers. Diaphorase/resazurin coupled assay, resorufin fluorescence, 16 min; stronger effect = higher value; 1 = vehicle wells, 0 = NADH-free wells. activation factor at 20 µM. 0.005% of 190,000 active. AID 1229;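 active means diaphorase activity raised at least twofold by the compound at 20 µM; inactive means activation factor below 2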
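Material: Purified diaphorase enzyme from Clostridium kluyveri | Buffer or medium: 50 mM HEPES pH 7.4 with 4.542 mM MgCl2, 0.005% Tween 20 | Times: 16 min enzyme reaction, ambient temperature | Signal: Red resorufin fluorescence at 544/590 nm excitation/emission | Measure: Increased resorufin signal from activators or reducing compounds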
PMI act hi M6P: PMI (human) activation, high substrate. P34949. coupled PMI enzyme assay, resazurin fluorescence, 20 min; stronger effect = higher value; 1 = untreated enzyme, 0 = substrate-free blank. activation factor at 20 µM. 0.34% of 190,000 active. AID 1216;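 active means activation factor of 2 or more at 20 µM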
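Test system: human phosphomannose isomerase with PGI, G6PDH, diaphorase coupling enzymes; Amount: PMI at 15 ng/mL final; Reagent: Mannose-6-phosphate 1.0 mM (near-saturating) plus 0.22 mM NADP+; Timing: 20 min, room temperature; Technique: resorufin fluorescence at Ex 544/Em 590 nm; Dosing: 20 µM single dose.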
FLuc stim CS: affects firefly luciferase, flagging false hits in luciferase stimulation screens; P08659; ATPlite luciferase biochemical, luminescence, 10 min; 0 = ATP-free wells, 1 = DMSO control; activation factor at 10 µM; 200,000 tested, under 10 active;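 active means luciferase activation factor, scaled between plate controls, of at least 2 with compound at 10 µM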
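Assay system: Luciferase/luciferin detection reagent, cell-free biochemical luciferase assay / Read-out: luciferase activation / Benchmarks: No-ATP low control, compound-free enzyme-plus-ATP high control / Medium: PBS buffer for ATP / Detection: luminescence measurement of luciferase light output / Schedule: 10 min at ambient temperature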
Active calls of the source: *; nt = no result given.

The line under a structure holds: PMI activator	Diaph act CS	Diaphorase inh	TNAP inh hi DEA	TNAP act hi DEA	Efa HMGR inh	G6PDH counter	PMI act hi M6P	FLuc stim CS	TNAP inh no acc
1: O=C(Nc1ccccc1-c1ccccc1)C1CCCC1
 : 1	0.9	10	-3	1	-2	6	1	1	-10
2: CCOC(=O)CSc1nc(-c2ccc3c(c2)OCO3)ccc1C#N
 : 1.1	0.8	15	-8	1.1	3	3	0.9	0.9	-6
3: O=c1c2ccccc2nc2n1C(CSc1ccccc1)CS2 (stereo not drawn)
 : 0.9	0.8	17	-2	1	-2	6	0.9	1.1	-6
4: CCCOc1ccc(/C(O)=C2/C(=O)C(=O)N(CCN(C)C)C2c2ccc(OC)c(OC)c2)cc1 (stereo not drawn)
 : 1.3	0.9	6	-6	1.1	0	7	1.2	1.1	-7
5: Cn1c(=O)n(C)c2cc(S(=O)(=O)Nc3cc(Cl)ccc3O)ccc21
 : 0.9	0.8	25	-5	1	-4	13	0.9	1.1	-2
6: CCOC(=O)Cc1nc(-c2ccccc2)n[nH]1
 : 1.1	1.1	-9	-3	1	0	16	1.1	1	17
7: Cc1ccc(-c2nnc3ccc(SCC(=O)NCc4ccco4)nn23)cc1
 : 1	0.8	17	-1	1	1	-29	1	1	-2
8: COc1ccc(-n2cc(CNCCc3cscn3)c(-c3ccccc3Cl)n2)cc1
 : 0.8	0.9	11	-6	1.1	-1	10	0.8	1	-10
9: CC1CC(C)CN(c2ncc3c(n2)CC(c2ccc(Cl)cc2)CC3=O)C1 (stereo not drawn)
 : 1	0.8	16	-6	1.1	-4	0	0.9	1.1	-7
10: O=C1CC(N2CCOCC2)C(=O)N1c1cc(Cl)cc(Cl)c1 (stereo not drawn)
 : 0.9	1	5	-4	1	0	9	1	1	-4
11: CC(C)N1CCC(N2CCN(Cc3cccc4nonc34)CC2CCO)CC1 (stereo not drawn)
 : nt	nt	nt	0	1	0	8	nt	1	-5
12: O=C(Nc1nnc(-c2ccc(Cl)cc2)o1)c1ccccc1Br
 : 1.1	0.9	6	-3	1	0	2	1	1	-13
13: CCOC(=O)c1c(-c2ccccc2Cl)csc1NC(=O)c1cc(S(=O)(=O)N2CCOCC2)ccc1C
 : 0.9	0.8	23	-6	1.1	-9	2	0.8	1	-9
14: COc1cccc(CNC(=O)CCn2c(=O)oc3ccccc32)c1
 : 1	0.9	8	3	1	-4	-10	1	1	-8
15: CCOC(=O)c1ccc(S(=O)(=O)Nc2ccc3cn[nH]c3c2)cc1
 : 0.9	0.8	19	-2	1	0	5	0.8	1.1	2
16: O=C1N=C(N2CCOCC2)S/C1=C\c1ccc(-c2ccccc2Cl)o1
 : 0.9	1	4	2	1	-2	11	1	1	-10
17: COc1ccc([N+](=O)[O-])cc1NC(=O)Nc1cccc(Cl)c1
 : 1	1	0	0	1	-7	-4	1	1	-6
18: COc1ccc(C(C)C)cc1S(=O)(=O)n1cnc(C)c1
 : 1.1	1	-1	-1	1	0	0	1	1.1	-7
19: COC(=O)/C(=C/c1ccco1)NC(=O)c1ccc(Br)o1
 : 1.3	1.1	-10	-5	1.1	-1	18	1.1	1	0
20: COc1cccc(NC(=O)Nc2cc(NC(=O)Nc3cccc(OC)c3)c(C)nc2C)c1
 : 0.9	0.9	15	0	1	-1	7	1	1	-24
21: CC(C)CNC(=O)CSc1nc2nn(-c3ccccc3)c(=O)c-2c2n1CCCCC2
 : 1	1	-1	0	1	-1	9	1	1	-12
22: CCOc1ccc(Nc2cc(C)nc(-n3nc(C)cc3C)n2)cc1
 : 1	0.9	7	-6	1.1	-1	4	0.9	1	-4
23: Cc1ccccc1Nc1nnc(SCC(=O)c2cc3ccccc3o2)s1
 : 0.8	0.7	33	-5	1	-5	-7	0.9	1.1	-29
24: CCOC(=O)c1ccc(NC(=S)NCCCN2CCCC2=O)cc1
 : nt	nt	nt	-6	1.1	-1	15	nt	1	-8
25: O=C(CCCN1C(=O)c2cccnc2C1=O)N1CC(=O)N(CCc2ccccc2)C(=O)C1
 : 1	0.9	13	-2	1	0	1	1	1.1	-9
26: COc1ccc(N2CCn3c2nc2c3c(=O)n(CCCc3ccccc3)c(=O)n2C)c(OC)c1
 : 0.8	0.8	15	0	1	-2	10	0.7	1	-6
27: CN(C)c1ccc(CNC2C3CC4CC(C3)CC2C4)cc1 (stereo not drawn)
 : 0.9	0.9	10	-1	1	-6	2	0.9	1	-5
28: CCCCn1nc2cc(C(=O)NC3CCCc4ccccc43)ccc2c1OCC (stereo not drawn)
 : 0.9	0.8	17	-3	1	-2	2	0.9	1.1	-9
29: CC1(C)CC(=O)C2=C(C1)N=C1SCCC(=O)N1C2c1ccccc1 (stereo not drawn)
 : 1.1	0.9	8	4	1	-4	12	1	1	-8
30: CCOC(=O)NN1C(=O)c2ccccc2NC1c1ccccc1 (stereo not drawn)
 : 0.9	0.9	10	2	1	-4	1	0.9	1	-4

Compounds from the list above that have two or more sulfur atoms:
The line under a structure holds: PMI activator	Diaph act CS	Diaphorase inh	TNAP inh hi DEA	TNAP act hi DEA	Efa HMGR inh	G6PDH counter	PMI act hi M6P	FLuc stim CS	TNAP inh no acc
3: O=c1c2ccccc2nc2n1C(CSc1ccccc1)CS2 (stereo not drawn)
 : 0.9	0.8	17	-2	1	-2	6	0.9	1.1	-6
13: CCOC(=O)c1c(-c2ccccc2Cl)csc1NC(=O)c1cc(S(=O)(=O)N2CCOCC2)ccc1C
 : 0.9	0.8	23	-6	1.1	-9	2	0.8	1	-9
23: Cc1ccccc1Nc1nnc(SCC(=O)c2cc3ccccc3o2)s1
 : 0.8	0.7	33	-5	1	-5	-7	0.9	1.1	-29

Continued.
The line under a structure holds: PMI activator	Diaph act CS	Diaphorase inh	TNAP inh hi DEA	TNAP act hi DEA	Efa HMGR inh	G6PDH counter	PMI act hi M6P	FLuc stim CS	TNAP inh no acc
31: CN(C(=O)Nc1ccc(Cl)c(Cl)c1)c1ccccc1C(=O)O
 : 0.9	0.9	10	-3	1	0	3	0.9	1	-2
32: Cc1nc(NC(=O)COC(=O)c2cc3c(s2)CCC(C)C3)c(Cl)cc1Cl (stereo not drawn)
 : 0.9	0.9	9	0	1	-7	-19	1	1.1	-10
33: CCOC(=O)C1=C(CN2CCSCC2)NC(=O)NC1c1cc(C)ccc1C (stereo not drawn)
 : 0.8	0.8	25	-3	1	1	-3	0.8	1	-8
34: Cc1cccc(C(=O)NC(=S)Nc2ccc(S(=O)(=O)N3CCCCC3)cc2)c1
 : 0.8	0.9	12	6	0.9	-4	1	1	1	13
35: CCCN1C(=O)/C(=N\OCC(=O)Nc2ccc(C(C)C)cc2)c2ccccc21
 : 0.8	0.8	22	0	1	-1	3	1	1	-10
36: O=C(CSc1nc2cc(Cl)ccc2s1)NCc1ccc2c(c1)OCO2
 : 0.8	0.9	10	-4	1	-4	24	1	1	-12
37: CCOC(=O)C1=C(CS(=O)(=O)c2ccc(F)c(C)c2)NC(=O)NC1c1ccc(O)c(O)c1 (stereo not drawn)
 : 0.6	0.7	33	2	1	1	-12	0.6	1	35
38: OCCC#Cc1ccc(CN2CCN(C3CCCCC3)C(CCO)C2)cc1 (stereo not drawn)
 : 1	0.9	8	0	1	-3	11	1	1	-6
39: Cc1c(Cc2ccccc2)sc(N)c1C(N)=O
 : 1	0.8	18	0	1	4	-26	1.3	1.1	-11
40: Cc1nc(-c2cccnc2)sc1C(=O)Nc1ccc(F)cc1F
 : 1	0.9	12	-1	1	-5	10	0.9	1.1	2
41: NC1=NC(=O)C2(COC(c3ccncc3)OC2)S1 (stereo not drawn)
 : 1.1	0.9	12	-8	1.1	-5	0	1.1	1.1	-20
42: Cn1ccnc1Sc1nnnn1-c1ccccc1
 : 0.9	0.8	16	-5	1.1	-8	-19	0.9	1.1	-12
43: Cc1sc(NC(=O)Cn2cnnn2)nc1-c1ccc(Cl)cc1
 : 0.9	0.9	6	0	1	-2	0	1	1	-9
44: CCCc1cc(C(=O)OC)c(NC(=O)CCCC(=O)O)s1
 : 1	1	5	-8	1.1	2	7	1	1.1	-14
45: Cc1c(C(=O)NCc2ccc3c(c2)OCO3)oc2ccc(Br)cc12
 : 0.9	0.8	17	-2	1	-5	0	1	1.1	-4
46: COc1cccc(CN2CCNC(=O)C2CC(=O)NC2Cc3ccccc3C2)c1 (stereo not drawn)
 : 0.9	0.9	12	-1	1	-2	8	0.7	1	-8
47: Cc1ccc(S(=O)(=O)N2CCCN(c3nc4cc(C)ccc4cc3C#N)CC2)cc1
 : 1.1	0.8	22	-2	1	-6	6	1.2	1.1	-6
48: O=C1CCc2cc(S(=O)(=O)N3CCN(c4ccccc4F)CC3)ccc2N1
 : 0.9	0.9	10	0	1	0	7	1	1	-4
49: O=c1c([N+](=O)[O-])cccn1Cc1ccccc1Cl
 : 1.2	1.1	-7	-5	1	0	11	1	1.1	-8
50: CC(C)C(c1nnnn1Cc1ccco1)N1CCN(c2cccc(Cl)c2)CC1 (stereo not drawn)
 : 1	0.9	12	-5	1.1	-9	10	1.1	1	3

An unsorted share of the library, and some 1.7% of all compounds hit somewhere here.
